Screening data deposited in PubChem by National Center for Advancing Translational Sciences (NCATS).
POLI inh = blocks human DNA polymerase iota activity | Pol iota fluorescent replication assay, 10 min | Potency, µM (titrated, usually from 115 µM), inactives show top-dose activity, negative = inhibition, actives largely listed as inhibitors | 390,000 tested, 1% active | AID 588590; also: potency is read from the fitted curve at half-maximal effect
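Pol iota at 10 nM preincubated 15 min with compounds at room temperature; reaction started with fluorescent substrate, 50 nM final. Fluorescence read kinetically at 0 and 10 min; buffer-only wells as negative control.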
Pol eta inh = blocks human DNA polymerase eta activity | Potency, µM (titrated, usually from 114 µM), for inactives: at the top dose activity change, negative = inhibition, hits mostly inhibitors | 390,000 tested, 1.2% active | Q9Y253 | recombinant Pol eta, fluorescent DNA replication assay | AID 588591; also: potency is read from the fitted curve at half-maximal effect; % is scaled to controls: 0 for no effect and ±100 for the full control effect
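Pol eta (10 nM) was preincubated with compounds for 15 min at room temperature, after which fluorescent replication substrate (50 nM final) was added to start the reaction. Fluorescence was read kinetically at 0 and 10 min.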
POLK inh = DNA polymerase kappa (human) inhibition | purified Pol kappa, fluorescent DNA synthesis assay, 10 min | Potency, µM (highest dose often 107 µM), for inactives: at the top dose activity, negative = inhibition, most hits filed as inhibitors | 400,000 tested, 0.53% active | AID 588579; also: potency is read from the fitted curve at half-maximal effect; % is scaled to controls: 0 for no effect and ±100 for the full control effect
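Activity was followed as the change in fluorescence between reads at 0 and 10 min after starting the reaction with 50 nM substrate. Beforehand, 10 nM polymerase had been preincubated with compound for 15 min at room temperature.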
APE1 inh = blocks human APE1 abasic DNA cleavage; recombinant APE1, TAMRA/BHQ-2 abasic DNA cleavage fluorescence; 350,000 tested, 0.35% active; P27695; AID 2517; Potency, µM (titrated, usually from 65.8 µM), without a hit: at the top dose activity change, negative = inhibition, most hits filed as inhibitors;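 also: potency is read from the fitted curve at half-maximal effect; plate controls were vehicle for no effect and reference inhibitor for full effect; nearly all actives have a fitted effect of over 55% in size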
Target sequence (P27695 whole entry, looked up): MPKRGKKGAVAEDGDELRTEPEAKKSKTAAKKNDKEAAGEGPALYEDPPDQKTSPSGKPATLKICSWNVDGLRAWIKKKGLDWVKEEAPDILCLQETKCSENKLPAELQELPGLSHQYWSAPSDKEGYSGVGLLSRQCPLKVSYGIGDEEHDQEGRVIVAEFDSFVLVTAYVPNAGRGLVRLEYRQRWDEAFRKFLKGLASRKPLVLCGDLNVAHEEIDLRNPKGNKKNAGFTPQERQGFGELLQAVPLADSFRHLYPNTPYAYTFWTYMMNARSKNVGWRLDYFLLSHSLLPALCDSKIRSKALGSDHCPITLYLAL
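Kinetic fluorescence read (525 ex/598 em nm, three reads 60 s apart) of AP-site incision; signal = third minus first read. Enzyme 0.75 nM, dual-labelled THF duplex 50 nM, compound preincubation 15 min RT.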
BLM helicase inh = Bloom syndrome helicase (human) inhibition; P54132; recombinant BLM DNA unwinding, fluorescence dequenching; Potency, µM (top dose mostly 56.1 µM), inactives show at the highest dose activity change, negative = inhibition, hits mostly inhibitors; 350,000 tested, 0.2% active;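 also: potency is read from the fitted curve at half-maximal effect; plate controls were vehicle for no effect and no enzyme for full effect; nearly all actives have a fitted effect of over 35% in size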
Glioma ERSR ind = induces the endoplasmic reticulum stress response in human glioma cells | U87-MG GRP78 promoter luciferase reporter, 16 h | Potency, µM, inactives show top-dose activation, hits mostly activators | 420,000 tested, 0.02% active; also: potency is read from the fitted curve at half-maximal effect; series mostly up to about 76 µM; % of control where 0% means no effect; nearly all actives have a fitted effect of over 35% in size
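Stably transfected U87-MG human glioma cells carrying a GRP78-based luminescent sensor were seeded at 1000 cells/well, pin-dosed with compounds and incubated 16 h. Luciferase reagent was then added, and end-point luminescence was read after 10 min at room temperature.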
Anesthetic bind = binds horse apoferritin like a general anesthetic; P02791; apoferritin/1-aminoanthracene competitive binding, fluorescence; Potency, µM (titrated, usually from 77.5 µM), for inactives: at the highest dose activity change, negative = displacement, hits mostly inhibitors; 350,000 tested, 0.074% active; AID 485281; also: potency is read from the fitted curve at half-maximal effect; % is scaled to controls: 0 for no effect and ±100 for the full control effect; nearly all actives have a fitted effect of over 20% in size
Target sequence (P02791 2-175 limits assumed): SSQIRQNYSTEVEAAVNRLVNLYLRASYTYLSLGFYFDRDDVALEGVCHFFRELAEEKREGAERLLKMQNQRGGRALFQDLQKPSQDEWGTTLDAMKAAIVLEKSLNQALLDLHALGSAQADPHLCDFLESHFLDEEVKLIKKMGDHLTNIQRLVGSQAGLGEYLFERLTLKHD
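Probe: 1-aminoanthracene (50% saturated, PBS). Protein: horse-spleen apoferritin, 10 uM. Incubation: 10 min, room temperature. Detection: 380 nm excitation, 535 nm emission. Analysis: normalized response, four-parameter Hill.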
LDHA inh = LDHA (human) enzyme inhibition. P00338. purified LDHA, NADH/diaphorase-resazurin fluorescence; hits give low values. activity change, % (values are at about 110 or 230 µM). 480,000 tested, 0.15% active; in the data active = activity change below about -30%; inconclusive = mostly about -25% to -30%;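 also: plate controls were DMSO wells for no effect and wells without enzyme for full effect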
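Resorufin fluorescence (ex540/em590), read at 0 and 20 min after diaphorase/resazurin addition, reports the NADH left after a 5 min room-temperature reaction of 2 nM human LDH5 with 0.06 mM NADH and 0.2 mM pyruvate.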
POLB inh = DNA polymerase beta (human) inhibition. P06746. Pol beta primer extension/strand displacement, fluorescence kinetic. Potency, µM (doses to about 114 µM), inactives show at the highest dose activity change, negative = inhibition, usual class: inhibitors. 340,000 tested, 1.3% active; also: potency is read from the fitted curve at half-maximal effect; % is scaled to controls: 0 for no effect and ±100 for the full control effect
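Enzyme-only controls used 10 nM Pol beta; buffer lacking enzyme served as negative control. Compound preincubated 15 min, then 50 nM substrate added; 0 and 10 min reads at room temperature.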
Numbers without * were called inactive; ? = inconclusive; nt = not tested or not shown; & = joins results of further samples; [ ] = dose if it differs, or a comment. Unless noted, calls follow the shape of the dose curve; as a rule, active = well fitted curve in the direction sought with a large enough effect; inconclusive = small, poorly fitted or top-dose-only effect, or another doubt; inactive = no such curve, though single readings can be large; an effect the other way counts as inactive or inconclusive. These rows are one share of the data (hit frequency here may not be typical).

SMILES | POLI inh | Pol eta inh | POLK inh | APE1 inh | BLM helicase inh | Glioma ERSR ind | Anesthetic bind | LDHA inh | POLB inh
CC(=O)Nc1ccc(S(=O)(=O)Oc2cccc(/C=N/N=C3/NC(=O)C(CC(=O)O)S3)c2)cc1 (centres undefined) | -4% | 7% | -35% | -3% | 1% | 0% | -7% | -10 | -8%
Cc1cccc(C)c1NC(=O)CNC(=O)c1ccc2ccccc2n1 | 10% | -7% | 14% | -3% | nt | -7% | nt | 1 | nt
CC(C)N(C(=O)Cn1cc(SCC(=O)N2CCCC2)c2ccccc21)C(C)C | 138%[activator] | -15% | -12% | -1% | -3% | 1% | -22% | -5 | 19%
CC(C)c1ccc(NC(=O)Cn2c(=O)oc3cccnc32)cc1 | -11%[58.9 µM] | -4% | -31% | 0% | -4% | -2% | 3% | -10 | 3%
c1cn(CCCNc2ncnc3sc4c(c23)CCC4)cn1 | 5% | -11% | -2% | -4% | 3% | 0% | -9% | -6 | 33%
CCN(c1ccccc1)c1cc(C)nc2ncnn12 | 20% | -24% | 17% | 11% | 6% | -4% | 8% | -9 | 15%
CC(C)c1ccc(C2N=C(N)Nc3nc4ccccc4n32)cc1 (centres undefined) | ? | -2% | 14% | nt | 7% | 18% | ? | 10&-3 | ?
CC(C)CN(CCCNC(=O)CN1C(=O)CSc2ccc(S(=O)(=O)N3CCOCC3)cc21)CC(C)C | 15%&23% | -1%&-26% | 0% | 4% | -5%&3% | -4%&-3% | -5%&-7% | -11&2 | -9%&-8%
O=C(O)c1ccccc1NC(=O)C1CCCO1 (centres undefined) | -8% | 10% | 1% | 5% | 1% | -4% | -4% | -7 | 16%
CC1CCCCN1C(=O)c1c(Cl)cnn1C (centres undefined) | 55%[activator] | -12% | 3% | 12% | 0% | -7% | -4% | -7 | 15%
COc1cccc(C2C3CN(C)CC=C3C(C#N)=C(N)C2(C#N)C#N)c1OC (centres undefined) | 43%[activator] | 2% | -10% | 0% | -1% | -4% | -7% | 6 | 5%
CCOC(=O)C(=CNc1cc(C)ccc1[N+](=O)[O-])C(=O)OCC | 12% | -11% | 6% | -3% | -6% | 0% | -8% | -1 | -2%
COc1ccccc1NC(=O)c1cc(Cl)ccc1NC(=O)c1ccco1 | -3% | -4% | 13% | 0% | -7% | -3% | -3% | 4 | -11%
COc1cccc(Nc2ncc3nc(CCc4ccccc4)c(=O)n(C4CC4)c3n2)c1 | nt | nt | -13%[60.1 µM] | 0% | -2% | 0% | nt | nt | nt
C=CCN(C(=O)COc1ccccc1)c1nnc(-c2ccncc2)s1 | 2% | -3% | -5% | -2% | -2% | 0% | -16% | -7 | 11%
CCn1nnnc1SCC(=O)Nc1cccc(C)n1 | 10% | -9% | 8% | 2% | 2% | 3% | -16% | 1 | 7%
CCC(C)(C)NC(=O)C1CCCN1C(=O)NC1CCCCC1 (centres undefined) | 106%[activator] | -22% | -9% | 2% | -2% | -2% | -3% | -6 | 37%[activator]
CC(C)c1ccc(/C=C/C(=O)CCC(=O)O)cc1 | -1% | -13% | 6% | 0% | 0% | -13% | -2% | 0 | 40%[activator]
COC(=O)c1ccc(CS(=O)(=O)c2ccccc2C)o1 | 36%[activator] | -12% | 5% | ? | 1% | 3% | -4% | -6 | 37%
CCCOc1ccc(-c2nonc2NC(=O)c2oc3ccc(Cl)cc3c2C)cc1OCCC | 15% | 1% | -15% | nt | 2% | -3% | -1% | -1 | 0%
CCOC(=O)CNC(=O)C(NC(=O)C1CCC(C)CC1)C(C)CC (centres undefined) | 22% | 11% | -10% | 0% | 0% | -4% | 16% | -17 | -2%
CCOC(=O)CSc1nc(C)c2ccccc2n1 | -5% | 3% | 0% | -3% | -3% | 4% | -15% | -1&-9 | 48%
CCOc1cc(/C=C(\C#N)C(N)=O)ccc1OCc1c(C)no[n+]1[O-] | -6% | 15% | -10% | 19% | -4% | -2% | -10% | 1 | 44%
COc1ccc2c(c1)sc1nc(=O)ccn12 | 30% | -3% | 3% | 18% | -2% | -5% | -1% | -10 | -1%
Cc1nn(-c2ccccc2)c(Cl)c1/C=N/NC(=O)c1cccc(S(=O)(=O)N2CCCC2)c1 | 15% | ? | -9% | 15% | -6% | -6% | -13% | 0 | -14%

Profiles, quoted from the list. Order of screens: POLI inh, Pol eta inh, POLK inh, APE1 inh, BLM helicase inh, Glioma ERSR ind, Anesthetic bind, LDHA inh, POLB inh
`CC(=O)Nc1ccc(S(=O)(=O)Oc2cccc(/C=N/N=C3/NC(=O)C(CC(=O)O)S3)c2)cc1` (centres undefined) is entered as -4%, 7%, -35%, -3%, 1%, 0%, -7%, -10, -8%
`CCOc1cc(/C=C(\C#N)C(N)=O)ccc1OCc1c(C)no[n+]1[O-]` is entered as -6%, 15%, -10%, 19%, -4%, -2%, -10%, 1, 44%

Following part:
SMILES | POLI inh | Pol eta inh | POLK inh | APE1 inh | BLM helicase inh | Glioma ERSR ind | Anesthetic bind | LDHA inh | POLB inh
COc1ccc(Br)cc1CNC(=O)C1CCN(c2nnc(N3CCCC3=O)s2)CC1 | -28% | -21% | -7% | 25% | -6% | -3% | -12% | -1&3 | ?
O=c1oc2ccccc2cc1-c1nnc(-c2cccc(Br)c2)o1 | 8% | 7% | 4% | 1% | -1% | 1% | -18% | -6 | -1%
Cn1c(=O)c2c(nc(N3CCOCC3)n2CC(=O)c2ccccc2)n(C)c1=O | nt | nt | nt | -3% | 2% | nt | -7% | nt | -12%
O=C(NCCC1CCCCN1S(=O)(=O)c1ccccc1)C(=O)NCc1ccc(F)cc1 (centres undefined) | -4% | -12% | 4% | 19% | nt | -1% | nt | -5 | nt
COc1ccccc1-c1cc(C(F)(F)F)nc(S(=O)(=O)CCCC(=O)Nc2cc(C)on2)n1 | 14% | -14% | -5% | -4% | -7% | ? | -10% | -9 | 1%
CCOc1ccc(CN2CCN(c3ncnc4sc5c(c34)CC(C)CC5)CC2)cc1 (centres undefined) | -5% | -11% | -3% | nt | -5% | -3% | -7% | -7 | 1%
COc1ccc(-c2ccc(C3C4C=CCC(C)C4C(=O)N3Cc3ccccc3)c(F)c2)cc1 (centres undefined) | 0% | nt | -20% | 8% | -8% | -4% | 120%[activator] | nt | nt
CC(Oc1ccccc1[N+](=O)[O-])C(=O)N/N=C/c1ccoc1 (centres undefined) | -5% | 11% | -21% | -3% | -1% | 0% | -7% | -5 | 49%
Cc1cc(C)n(-c2nc(NC(C)(C)C)nc(NC(C)(C)C)n2)n1 | 12% | -7% | -3% | -1% | -3% | -7% | -9% | -2 | 14%
Cn1cccc1P(=O)(c1cccn1C)c1cccn1C | 1% | 6% | -8%[60.1 µM] | 14% | -3% | -5% | -10% | -2 | 4%
COc1ccc(S(=O)(=O)N2CCN(S(=O)(=O)c3ccc4c(c3)OCCO4)CC2)cc1 | 2% | -13% | -3% | -4% | -2% | -5% | 2% | -6&3&-6 | -3%
[O-]/[N+](=C\c1ccncc1)c1ccccc1 | 15% | -10% | -7% | -1% | 1% | 11% | -15% | 19 | 41%
COc1ccc(N2CCN(S(=O)(=O)c3ccc4c(c3)NC(=O)CC(=O)N4)CC2)cc1 | -4% | -15% | 15% | 72%[activator] | 0% | -3% | -15% | -1 | -27%
COc1ccc(Cn2c(SC)nc3ccccc32)cc1[N+](=O)[O-] | 25% | -12% | 9% | -2% | -2% | 5% | ? | -12 | 11%
O=C(NNC(=O)c1cc2cc(Br)ccc2oc1=O)c1ccc(O)cc1O | ? | -19% | ? | ? | ? | -1% | -4% | -6 | -83%
COc1ccc(/C=N\NC(=O)COc2ccc(Cl)cc2Cl)c(C(=O)O)c1OC | 149%[activator] | -25% | -4% | 0% | 3% | -5% | 5% | -8 | 2%
CN(C(=O)CSc1nc2ccccc2c(=O)n1-c1ccc(F)cc1)C1CCS(=O)(=O)C1 (centres undefined) | 13% | -9% | 0% | 2% | nt | 3% | nt | 0 | nt
Cc1cc(C)cc(-n2nnnc2SCC(=O)N2CCOCC2)c1 | 11% | 2% | -1% | -2% | -1% | -7% | 0% | -7 | -17%
COc1cc(/C=N/NS(=O)(=O)c2ccc(C)cc2)ccc1OCc1cccc(C(=O)O)c1 | 44%[activator] | -16% | -17% | -2% | 4% | -15% | -12% | -7 | 0%
COc1ccc(C(=O)Nc2ccnn2C2CCN(C(=O)c3cc(C)on3)CC2)cc1 | 39%[activator] | -18% | -5% | -15% | -1% | 4% | -14% | -4 | 10%
CN(C(=O)c1ccc2c(c1)N(Cc1ccccc1F)C(=O)c1ccccc1S2(=O)=O)C1CCCCC1 | 30% | -16% | -2% | nt | -7% | -3% | ? | 4 | 8%
COc1ccccc1N1CCN(C(=O)c2ccc(S(=O)(=O)N3CCCC3)cc2)CC1 | 4% | -20% | -4% | -2% | 0% | 4% | -9% | -2 | 0%
Cc1ccc(-c2cc(C(=O)N/N=C/c3cccnc3)c3ccccc3n2)cc1C | 10% | -8% | 3% | nt | nt | 1% | nt | -1 | nt
COc1cc(C(=O)NCCNc2nc3c(C)c(C)ccc3cc2C#N)cc(OC)c1OC | 3% | -8% | -18% | -22% | -16% | -4% | 4% | 2 | 0%
Cn1c(=O)c2c(nc(N3CCCCCC3)n2Cc2cccc3ccccc23)n(C)c1=O | 43%[activator] | -4% | -6% | -10% | -7% | -4% | -15% | -2 | -2%
O=C(O)CSCC(=O)NCc1c(Cl)cccc1Oc1ccccc1 | -17% | -4% | -9% | 4% | -3% | -2% | -5% | -11 | 1%
COc1ccccc1NC(=O)C/C(C)=N/NC(=O)COc1c(Br)cc(Br)cc1OC | 91%[activator] | 0% | -11% | ? | -12% | -3% | -23% | -10 | ?
COc1ccc(OC)c2[nH]c(=O)c(CCNC(=O)COc3ccccc3)cc12 | 31%[activator] | -8% | -2% | -19% | 4% | -2% | -6% | 10 | 11%
O=C(c1ccco1)N1CCC2(CC1)CN(c1cccc(-c3ccccc3)c1)C2 | nt | nt | ? | -2% | -8% | -4% | nt | nt | nt
CCOC(=O)c1ccc(NC(=O)C2CC(=O)N(c3ccc(C(C)C)cc3)C2)cc1 (centres undefined) | 9% | -7% | -11% | nt | -6% | -4% | -15% | -6 | ?
